Screening results (PubChem BioAssay)
PTHR1 agonist = qHTS for PTHR1 Agonists: Primary Screen | Parathyroid hormone/parathyroid hormone-related peptide receptor (Homo sapiens), Q03431 | HEK293 GP2 PTHR1 cells, GloSensor cAMP luminescence, 1 h | Potency, µM (titrated, usually from 115 µM), for inactives: top-dose activation, most hits filed as activators | 410,000 compounds, 0.075% hits; note: nearly all actives have a fitted effect of over 55% in size; some results filed as inactive show a strong effect at the top dose; inactives centre near -15; many of its hits are not listed in these tables
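HEK-293-derived GP2 cells expressing PTHR1 and a GloSensor cAMP reporter, 3,000/well, plated overnight, given luciferin plus IBMX (each 0.5 mM as added) for 1 h at 37 °C, then compound for 1 h at 37 °C. Luminescence was read after 15 min at room temperature.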
FUS yeast rescue = qHTS for Suppressors of FUS Proteinopathy: Primary screen using FUS-linked yeast assay. S. cerevisiae FUS-expressing, growth rescue, OD600, 24 h. Potency, µM (top dose mostly 76.6 µM), for inactives: at the top dose growth rescue (activation), hits mostly activators. 390,000 compounds, 0.24% hits;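 note: plate controls were DMSO vehicle for no effect and reference control for full effect; nearly all actives have a fitted effect of over 55% in size; some results filed as inactive show a strong effect at the top dose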
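Cultures pregrown in 2.5% raffinose medium are shifted to minimal medium containing 2% galactose to express toxic FUS. Compounds are tested at several concentrations. After 24hr at 30C, growth is quantified at 600 nm absorbance.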
EPAC2 antag = qHTS for Antagonist of cAMP-regulated guanine nucleotide exchange factor 2 (EPAC2): primary screen; EPAC2 GEF exchange of Rap1B-BODIPY-GDP, fluorescence; Potency, µM (series often up to 114 µM), for the others: at the highest dose activity, negative = inhibition, most hits filed as inhibitors; Rap guanine nucleotide exchange factor 4 (Homo sapiens), Q8WZA2; 360,000 compounds, 0.18% hits; note: % is set by controls: 0 for no effect and ±100 for the full control effect; nearly all actives have a fitted effect of over 45% in size; many of its hits are not listed in these tables
Target sequence (Q8WZA2 whole entry, looked up): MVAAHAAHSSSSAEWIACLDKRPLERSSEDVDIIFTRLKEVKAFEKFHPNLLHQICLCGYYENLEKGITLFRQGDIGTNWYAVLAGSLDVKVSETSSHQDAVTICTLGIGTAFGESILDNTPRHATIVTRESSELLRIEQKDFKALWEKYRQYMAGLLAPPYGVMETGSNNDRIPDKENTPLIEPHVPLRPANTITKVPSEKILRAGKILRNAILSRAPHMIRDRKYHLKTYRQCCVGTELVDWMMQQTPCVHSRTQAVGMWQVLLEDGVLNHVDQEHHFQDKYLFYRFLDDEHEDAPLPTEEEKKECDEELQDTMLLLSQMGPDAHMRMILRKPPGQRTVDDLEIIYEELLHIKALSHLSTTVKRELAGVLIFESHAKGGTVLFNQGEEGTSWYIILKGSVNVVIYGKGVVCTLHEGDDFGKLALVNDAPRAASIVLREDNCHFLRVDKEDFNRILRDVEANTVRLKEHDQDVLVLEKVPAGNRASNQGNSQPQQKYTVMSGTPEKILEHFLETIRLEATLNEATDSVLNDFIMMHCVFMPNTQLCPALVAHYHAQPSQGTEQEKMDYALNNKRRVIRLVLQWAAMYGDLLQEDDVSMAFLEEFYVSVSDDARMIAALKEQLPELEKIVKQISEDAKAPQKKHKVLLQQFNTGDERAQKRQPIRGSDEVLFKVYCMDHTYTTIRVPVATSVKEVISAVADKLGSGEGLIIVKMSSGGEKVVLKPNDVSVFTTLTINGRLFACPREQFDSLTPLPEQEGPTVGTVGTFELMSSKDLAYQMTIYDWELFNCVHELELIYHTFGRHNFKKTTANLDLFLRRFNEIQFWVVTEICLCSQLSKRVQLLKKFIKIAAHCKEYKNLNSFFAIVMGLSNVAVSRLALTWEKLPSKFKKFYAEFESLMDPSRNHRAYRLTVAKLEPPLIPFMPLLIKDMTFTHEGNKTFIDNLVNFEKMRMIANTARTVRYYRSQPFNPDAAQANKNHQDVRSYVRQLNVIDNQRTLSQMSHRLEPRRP
aSyn rescue = qHTS of alpha-syn Inhibitors; Yeast expressing alpha-synuclein, growth rescue, BacTiter-Glo, 24 h; Potency, µM (doses to about 46.1 µM), inactives show top-dose growth rescue (activation), actives largely listed as activators; 370,000 compounds, 0.14% hits; note: % of control where 0% means no effect; nearly all actives have a fitted effect of over 65% in size
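Readout is rescue of growth in alpha-synuclein-expressing yeast, so inhibitors of toxicity appear as activators. Growth after 24 hr at 30 deg C in galactose medium is quantified by luminescence.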
EPAC2 ag = qHTS for Agonist of cAMP-regulated guanine nucleotide exchange factor 4 (EPAC2): primary screen | Rap guanine nucleotide exchange factor 4 (Homo sapiens), Q8WZA2 | EPAC2 activation, biochemical qHTS; response scale: 100% = 6.5 mM cAMP response | Potency, µM (highest dose often 154 µM), without a hit: at the top dose activation, hits mostly activators | 360,000 compounds, 0.079% hits; note: nearly all actives have a fitted effect of over 50% in size
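Exchange assay: 100 nM EPAC2 with 250 nM Rap1B-BODIPY-GDP and 50 uM GDP. Fluorescence (ex 480/em 540 nm) read every 5 min for 30 min at room temperature. Data normalized to 6.5 mM cAMP as agonist control.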
TDP43 rescue = qHTS of TDP-43 Inhibitors. AID 652104, 2013. TDP-43 expressing yeast growth rescue, BacTiter-Glo, 24 h. 410,000 compounds, 1.8% hits. Potency, µM (series often up to 46.1 µM), without a hit: at the highest dose growth rescue (activation), hits mostly activators; note: % of control where 0% means no effect; nearly all actives have a fitted effect of over 50% in size
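Yeast cells expressing TDP-43 under galactose induction are exposed to compounds for 24 hr at 30 deg C. BacTiter-Glo luminescence measures growth, so protective compounds score as activators.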
EPAC1 agonist = qHTS for Agonist of cAMP-regulated guanine nucleotide exchange factor 3 (EPAC1): primary screen; Rap guanine nucleotide exchange factor 3 (Homo sapiens), O95398; AID 720707, 2013; 360,000 compounds, 0.073% hits; EPAC1 agonist qHTS, biochemical assay; response scale: 100% = response to 6.5 mM cAMP; Potency, µM (highest dose often 154 µM), inactives show at the top dose activation, most hits filed as activators; note: nearly all actives have a fitted effect of over 60% in size
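Multi-concentration qHTS readout: loss of Rap1B-bound BODIPY-GDP fluorescence driven by 100 nM EPAC1 with excess GDP (50 uM), monitored kinetically at room temperature; agonist response expressed relative to 6.5 mM cAMP.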
EPAC1 antag = qHTS for Antagonist of cAMP-regulated guanine nucleotide exchange factor 3 (EPAC1): primary screen; EPAC1 GEF assay, Rap1b-BODIPY-GDP exchange fluorescence; Potency, µM (top dose mostly 115 µM), for inactives: top-dose activity change, negative = inhibition, actives largely listed as inhibitors; 360,000 compounds, 0.14% hits; AID 720709, 2013;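 note: plate controls were vehicle for no effect and positive control for full effect; nearly all actives have a fitted effect of over 50% in size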
Active calls of the source: *; i = inactive; u = inconclusive; x = no result given; [ ] = remark or other dose. Calls come from the whole dose curve; as a rule, active = well fitted curve in the direction sought with a large enough effect; inconclusive = small, poorly fitted or top-dose-only effect, or another doubt; inactive = no such curve, though single readings can be large; an effect the other way counts as inactive or inconclusive. Potency is the fitted concentration of half-maximal effect.

SMILES	PTHR1 agonist	FUS yeast rescue	EPAC2 antag	aSyn rescue	EPAC2 ag	TDP43 rescue	EPAC1 agonist	EPAC1 antag
O=C1C=C(O)CC2(CCCCC2)C1	i	-18%	5%	5%	8%	u	4%	-1%
c1ccc(-c2noc(COc3ccc4c(c3)OCO4)n2)cc1	-1%[57.5 µM]	20%	0%	-5%	10%	1%	-1%	11%
CC1(CO)COC(c2ccccc2)=N1 (configuration not stated)	i	-23%	-11%	4%	-12%	2%	6%	15%
Cc1cc(C(=O)OCC(=O)Nc2ccc(F)cc2[N+](=O)[O-])c2ccccc2n1	i	7%	0%	6%	6%	-1%[9.22 µM]	-3%	6%
CCn1c(C)nc2cc(C(=O)N3N=C(CCOC)CC3(O)C(F)(F)F)ccc21 (configuration not stated)	i	-35%	5%	3%	2%	2%	9%	-6%
COc1ccc2cc(S(=O)(=O)n3cnc(C)c3)ccc2c1	-3%	-7%	-11%	1%	8%	12%	6%	0%
Cc1cccc(C)c1NC(=O)C1(N(Cc2ccco2)C(=O)CC2NC(=O)NC2=O)CCCCC1 (configuration not stated)	i	3%	1%	-3%	7%	-10%	7%	1%
O=C(CNC(=O)C1COc2ccccc2O1)N/N=C\c1ccc(Cl)cc1 (configuration not stated)	0%	3%	0%	9%	17%	14%	1%	-3%
C=CCN1C(=O)/C(=C/c2ccc(O)c(OC)c2)S/C1=N/c1nccs1	0%	x	-11%	13%	1%	22µM*	23%	-24%
CCn1ncc(-c2cc(C(=O)O)no2)c1C	8%	17%	2%	-1%	8%	-13%	-2%	-28%
CC(=O)c1ccc(N2CCN(C(=O)c3ccc(-c4ccccc4)cc3)CC2)cc1	-16%	-1%	0%	8%	-5%	6%	-8%	-10%
COc1cc(Br)ccc1NC(=O)c1ccccc1-c1ccccc1C(=O)O	-18%	18%	-19%	3%	10%	-12%	13%	16%
COc1cc(COc2ccc3c(C)c(Cc4ccccc4)c(=O)oc3c2)cc(OC)c1OC	i	1%	0%	3%	2%	13%	3%	-13%
O=C(NC1(C(F)(F)F)NC(=O)N(C2CCCCC2)C1=O)c1cccs1 (configuration not stated)	i	-1%	-5%	11%	13%	-25%	7%	-5%
CCCCN(CCCC)C(=S)NC(=O)C(C)(C)C	i	4%	-5%	-7%	13%	7%	-5%	12%
O=C(NNC1=Nc2ccccc2SC1)c1ccc(F)cc1	-23%	-25%	-1%	-5%	11%	24%	2%	-12%
O=C(COC(=O)c1ccc(F)cc1Cl)Nc1cccc(S(=O)(=O)N2CCOCC2)c1	-7%	26%	-6%	-3%	24%	-11%	7%	-27%
CC1(C(=O)NS(=O)(=O)Cc2ccccc2)CCN1C(=O)Cc1ccccc1 (configuration not stated)	-21%	-20%	-9%	0%	7%	26%	9%	2%
COC(=O)Nc1ccc(S(=O)(=O)N2CCCC(C(=O)NC3CCS(=O)(=O)C3)C2)cc1 (configuration not stated)	-11%	32%	6%	0%	11%	12%	11%	-12%
COCCCN1C(=O)C(CC(=O)NCc2ccco2)CC(C(=O)N2CCOCC2)=C1C (configuration not stated)	0%	22%	4%	-4%	17%	17%	-12%	-3%
COC(=O)/C=C1\N/C(=N\c2nc(C)cc(C)n2)N(c2ccccc2)C1=O	-4%	34%	0%	5%	10%	2%	-5%	-19%
O=C(Nc1cccc2ncccc12)C(c1ccccc1)c1ccccc1	i	9%	-19%	3%	6%	3%	2%	-9%
CCCCN(C)C(=O)c1cc2cc3ccc(OC)cc3nc2s1	-8%[57.5 µM]	19%	3%	-25%	-8%	18µM*	1%	-6%
Cc1ccc(Nc2cc(C)nc3nc(C)nn23)cc1	-12%	-20%	-8%	3%	6%	16%	-1%	u
O=C(Nc1ncnc2sc3c(c12)CCCCC3)c1ccc(F)cc1	-4%[57.5 µM]	19%	8%	0%	4%	22%	4%	0%

Next section
SMILES	PTHR1 agonist	FUS yeast rescue	EPAC2 antag	aSyn rescue	EPAC2 ag	TDP43 rescue	EPAC1 agonist	EPAC1 antag
O=C(CN(Cc1ccccc1)S(=O)(=O)c1ccc(F)cc1)NCc1ccncc1	-12%	22%	-10%	3%	9%	2%	11%	-23%
Cc1c(Br)c([N+](=O)[O-])nn1CC(=O)NCc1cccs1	-11%	-28%	-4%	5%	-12%	16%	6%	-2%
CN1CCN(S(=O)(=O)c2cccc(C(=O)Nc3cccc([N+](=O)[O-])c3)c2)CC1	i	15%	4%	-4%	16%	7%	5%	-6%
CC(C)NC(=O)CSc1ncccc1-c1nc2ccccc2[nH]1	i	3%	-2%	0%	-1%	11%	2%	-19%
O=C(NNC(=O)C1CC1)c1cc(Br)c(Br)s1	i	-2%	-1%	5%	-1%	26%	10%	0%
Cc1cnc(C(=O)OCC(=O)Nc2ncc(Cl)cc2Cl)cn1	-2%	-3%	-6%	-4%	1%	5%	-6%	-4%
O=Cc1cc2ccccc2nc1SCc1ccc(Cl)c(Cl)c1	i	-12%	-1%	1%	9%	-4%	8%	-5%
CCn1nnc(-c2ccc(N)cc2)n1	i	1%	12%	0%	-9%	-16%[0.397 µM]	-3%	-6%
CNC(=O)NC(=O)C(C)OC(=O)c1ccc(Cl)c(S(=O)(=O)Nc2ccc(F)cc2)c1 (configuration not stated)	-19%	23%	7%	-1%	-4%	0%	0%	-6%
COc1ccc(-n2c(COc3ccc(C)cc3)nnc2SCC(=O)O)cc1	i	5%	-8%	-3%	-2%	x	7%	-6%
COCCN1C2=C(C(=O)CC(C)(C)C2)C(c2ccc(OC)c(OC)c2)C2=C1CC(C)(C)CC2=O	i	14%	-1%	-1%	8%	3%	0%	-21%
CC(C)(O)P(C)(=O)c1ccccc1 (configuration not stated)	-4%[57.5 µM]	2%	2%	-6%	2%	0%	-1%	1%
CCCCC(CC)C1OCC(CN2CCCCC2)O1 (configuration not stated)	i	-7%	-3%	13%	5%	8%	6%	-3%
CCOc1ccc(OCC)c(Nc2cc(C)nc3ncnn23)c1	-40%	5%	3%	3%	12%	u	2%	-11%
Cn1c(SCC(=O)Nc2ccccc2O)nnc1-c1ccco1	i	x	2%	0%	5%	19%	6%	-6%
CCCNC(=O)C1(C)CCCN(Cc2ccc(-c3ccccc3)cc2)C1 (configuration not stated)	i	-14%	-10%	0%	12%	9%	3%	-10%
CCOC(=O)c1c(C)c(C(=O)N2CCCCCC2)c(C)n1CC	-3%[57.5 µM]	42%	4%	0%	0%	-7%	-1%	-4%
O=C(O)C1CCN(C(=O)c2scc3c2OCCO3)CC1	i	22%	20%[57.1 µM]	-4%	6%	-5%	-1%	-2%
O=C(Nc1cccc(-n2cnnn2)c1)c1ccc(C(F)(F)F)cc1	i	-4%	-7%	-2%	5%	-12%	-4%	-6%
COc1cc(S(C)=O)ccc1-c1nc2ncccc2[nH]1 (configuration not stated)	-25%	-26%	0%	0%	-11%	7%	-1%	16%
Cn1ccnc1SCCC#N	i	-20%	8%	-13%	-2%	-4%	-3%	10%
CCOCCc1c(O)nc(SCC(=O)N2CCOCC2)[nH]c1=O	i	0%	-10%	-4%	5%	-14%	8%	-9%
CCN(C(=O)COC(=O)/C(C#N)=C/c1ccc(N(C)C)cc1)C1CCS(=O)(=O)C1 (configuration not stated)	-13%	-8%	8%	-15%	-2%	13%	-11%	-2%
Cc1ccc(-c2cn(-c3ccc(SC(F)F)cc3)c3[n+]2CCC3)cc1	-14%	x	-6%	-10%	6%	-3%	5%	-5%
CC(=O)Nc1ccc(C(=O)OCc2ccccc2Br)cc1	-13%	14%	-27%	-27%	17%	30%	3%	u

Shown as a hit in TDP43 rescue, of those listed so far:
Structure	PTHR1 agonist	EPAC2 antag	TDP43 rescue	EPAC1 agonist	EPAC1 antag
C=CCN1C(=O)/C(=C/c2ccc(O)c(OC)c2)S/C1=N/c1nccs1	0%	-11%	22µM*	23%	-24%
CCCCN(C)C(=O)c1cc2cc3ccc(OC)cc3nc2s1	-8%[57.5 µM]	3%	18µM*	1%	-6%

Profiles from above. Order of screens: PTHR1 agonist, FUS yeast rescue, EPAC2 antag, aSyn rescue, EPAC2 ag, TDP43 rescue, EPAC1 agonist, EPAC1 antag
Record of O=C(O)C1CCN(C(=O)c2scc3c2OCCO3)CC1 : i, 22%, 20%[57.1 µM], -4%, 6%, -5%, -1%, -2%
Record of Cc1cc(C(=O)OCC(=O)Nc2ccc(F)cc2[N+](=O)[O-])c2ccccc2n1 : i, 7%, 0%, 6%, 6%, -1%[9.22 µM], -3%, 6%
Record of CC(=O)c1ccc(N2CCN(C(=O)c3ccc(-c4ccccc4)cc3)CC2)cc1 : -16%, -1%, 0%, 8%, -5%, 6%, -8%, -10%

Going on with the list.
SMILES	PTHR1 agonist	FUS yeast rescue	EPAC2 antag	aSyn rescue	EPAC2 ag	TDP43 rescue	EPAC1 agonist	EPAC1 antag
O=c1[nH]c2ccc(NCc3ccccc3OCc3ccc(Cl)cc3)cc2[nH]1	-40%[inhibitor]	5%	-16%	-2%	-2%	-3%	8%	-19%
COc1ccccc1NC(=O)Nc1nnc([C@H]2C[C@H](O)[C@@H](CO)O2)s1	-24%	-8%	26%	-3%	0%	7%	-13%	3%
C=CCNC(=O)c1ccccc1NC(=O)c1ccc(Cl)c(S(=O)(=O)Nc2ccccc2)c1	i	u	-4%	12%	15%	-17%	24%	-14%
Cn1nnnc1Sc1ncnc2scc(-c3ccc[nH]3)c12	-11%	5%	6%	x	10%	x	-8%	-13%
CC(=O)Nc1sc(C)c(C)c1C(=O)OCC(=O)NCc1ccc(Cl)cc1	i	-11%	12%	0%	2%	29%	3%	-6%
Cc1csc(NC(=O)Cc2ccc(Br)cc2)n1	-34%	2%	-1%	-11%	1%	10µM*	2%	-2%
Nc1c(Cl)cc(-c2cn(CCC(=O)O)c(-c3ccncc3)n2)cc1Cl	i	-8%	2%	1%	11%	12%	1%	-6%
Cc1nonc1C1CCCN1Cc1nc(-c2ccc(F)cc2F)oc1C (configuration not stated)	-23%	19%	-13%	3%	-4%	4%	-2%	-2%
Cc1cccc(NC(=O)CCSc2ccccn2)c1	-16%	17%	5%	6%	13%	u	7%	-3%
COc1ccc(CN(C)CCCn2ccc(NC(=O)OCc3ccccc3)nc2=O)cc1OC	-17%	6%	16%	0%	4%	23%	4%	4%
Cc1ccnc(NC(=O)CCC(=O)N(CC(=O)NC2CCCCC2)Cc2ccccc2)c1	11%	0%	-19%	-5%	-2%	-27%	-1%	-17%

This is a subset. The share of hits here may be higher or lower than overall.
